BAZ2B block – blocks human BAZ2B. Q9UIF8. AlphaScreen BAZ2B-H3K14Ac peptide displacement. Potency, µM (titrated, usually from 114 µM), for the others: at the highest dose activity change, negative = inhibition, most hits filed as inhibitors. hit rate 4.4% among 360,000. AID 504333; note: potency is the fitted concentration of half-maximal effect; % is set by controls: 0 for no effect and ±100 for the full control effect; nearly all actives have a fitted effect of over 60% in size
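Protein-peptide AlphaScreen: BAZ2B 50 nM, b-H3K14Ac 50 nM, 1x PBS pH 7.4 + 0.01% Tween-20. Preincubation 30 min RT; cpd 30 min RT (top 110 uM); beads 20 min RT, light-protected.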
Tb PGK inh – T. brucei PGK inhibition. P07378. PGK/GAPDH coupled, Kinase-Glo luminescence, 60 min. Potency, µM (highest dose often 57.5 µM), without a hit: top-dose activity change, negative = inhibition, most hits filed as inhibitors. hit rate 0.043% among 380,000. AID 602233; note: potency is the fitted concentration of half-maximal effect; % is set by controls: 0 for no effect and ±100 for the full control effect; nearly all actives have a fitted effect of over 60% in size
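Recombinant glycosomal PGK reaction used 1,3-bisphosphoglycerate generated in-well by GAPDH (100nM final) in 100mM TEA pH 7.6, 5mM MgCl2, 0.01% Tween-20. After 60 minutes at room temperature, ATP was read by Kinase-Glo Plus luminescence end-point.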
G9a block – blocks human histone lysine methyltransferase G9a; hit rate 8.8% among 350,000; Potency, µM (doses to about 102 µM), for the others: top-dose activity, negative = inhibition, most hits filed as inhibitors; Q96KQ7; G9a H3K9 monomethylation, AlphaScreen, 2 h; note: potency is the fitted concentration of half-maximal effect; % is set by controls: 0 for no effect and ±100 for the full control effect; nearly all actives have a fitted effect of over 75% in size
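Compounds were preincubated with 20 nM G9a for 15 min, after which biotinylated H3K9 peptide (500 nM) and SAM (20 uM) started a 2 h room-temperature reaction. Monomethylated product was quantified by antibody-based AlphaScreen chemiluminescence.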
HP1b binding inh – HP1-beta chromodomain-methylated histone interaction inhibition | Potency, µM (titrated, usually from 114 µM), without a hit: at the top dose activity change, negative = inhibition, most hits filed as inhibitors | P83916 | hit rate 0.56% among 390,000 | AlphaScreen HP1-beta / biotin-H3K9me3 peptide binding | AID 540317; note: potency is the fitted concentration of half-maximal effect; nearly all actives have a fitted effect of over 70% in size; inactives centre near 23
Target sequence (P83916 whole entry, looked up): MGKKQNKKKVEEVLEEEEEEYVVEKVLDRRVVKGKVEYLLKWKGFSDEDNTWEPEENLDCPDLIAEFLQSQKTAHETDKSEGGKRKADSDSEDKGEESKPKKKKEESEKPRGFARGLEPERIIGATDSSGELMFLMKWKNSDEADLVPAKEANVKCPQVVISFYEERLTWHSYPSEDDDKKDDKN
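AlphaScreen: HP1-beta (50 nM) preformed 30 min with biotin-H3(1-18)K9me3 peptide (50 nM) in PBS pH 7.4, 0.01% Tween-20. Compound added for 30 min at RT, then streptavidin donor/nickel chelate acceptor beads (10 ug/mL) for 30 min.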
JMJD2A Tudor inh – JMJD2A Tudor domain (human) inhibition; O75164; AlphaScreen JMJD2A-Tudor / H3K4me3 peptide binding; Potency, µM (titrated, usually from 114 µM), for inactives: top-dose activity change, negative = inhibition, actives largely listed as inhibitors; hit rate 4.4% among 390,000; AID 504339; note: potency is the fitted concentration of half-maximal effect; % is set by controls: 0 for no effect and ±100 for the full control effect; nearly all actives have a fitted effect of over 50% in size
Pin1 inh – inhibitors of human Pin1; Q13526; Pin1 FP peptide displacement, HiFluor488, 10 min; Potency, µM (doses to about 115 µM), for inactives: top-dose activity, negative = inhibition, actives largely listed as inhibitors; hit rate 0.009% among 390,000; AID 504891; active = well fitted inhibition curve with a large enough effect in the polarisation, with a control signal flat, not every such curve was filed as active; inconclusive = small, poorly fitted or top-dose-only effect, or effect the other way, or a change in a side signal; inactive = no such curve, though single readings can be large or run the other way; the % refers to the polarisation; note: potency is the fitted concentration of half-maximal effect; % is set by controls: 0 for no effect and ±100 for the full control effect
Target sequence (Q13526 whole entry, looked up): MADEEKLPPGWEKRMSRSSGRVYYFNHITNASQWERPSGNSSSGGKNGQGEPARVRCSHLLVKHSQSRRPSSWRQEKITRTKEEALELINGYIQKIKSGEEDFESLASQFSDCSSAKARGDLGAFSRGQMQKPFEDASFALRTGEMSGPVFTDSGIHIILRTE
PI4K2A block – PI4K2A (human) kinase inhibition; purified PI4K2A, ADP-Glo luminescence, 1 h; active compounds read low; activity change, negative = inhibition, % at 76.9 µM; hit rate 0.13% among 420,000; in the data active = activity change below about -50%; inconclusive = mostly about -30% to -49%;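 note: -100% = wells without enzyme as full effect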
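ADP-Glo luminescence measured ADP generated by PI4K2A enzyme (4 ug/mL before mixing) with 1.2 mM PI substrate (pre-mix) and 300 microM ATP (pre-mix). Tris pH7.5 buffer with MgCl2, Triton X-100; 1 h reaction at ambient temperature.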
GLS inhibitor – blocks human kidney-isoform glutaminase activity; GLS enzymatic activity, qHTS titration; hit rate 0.21% among 410,000; Potency, µM (doses to about 45.5 µM), for the others: at the highest dose activity change, negative = inhibition, hits mostly inhibitors; AID 624170; note: potency is the fitted concentration of half-maximal effect; % is set by controls: 0 for no effect and ±100 for the full control effect
Target sequence (O94925 whole entry, looked up, canonical isoform): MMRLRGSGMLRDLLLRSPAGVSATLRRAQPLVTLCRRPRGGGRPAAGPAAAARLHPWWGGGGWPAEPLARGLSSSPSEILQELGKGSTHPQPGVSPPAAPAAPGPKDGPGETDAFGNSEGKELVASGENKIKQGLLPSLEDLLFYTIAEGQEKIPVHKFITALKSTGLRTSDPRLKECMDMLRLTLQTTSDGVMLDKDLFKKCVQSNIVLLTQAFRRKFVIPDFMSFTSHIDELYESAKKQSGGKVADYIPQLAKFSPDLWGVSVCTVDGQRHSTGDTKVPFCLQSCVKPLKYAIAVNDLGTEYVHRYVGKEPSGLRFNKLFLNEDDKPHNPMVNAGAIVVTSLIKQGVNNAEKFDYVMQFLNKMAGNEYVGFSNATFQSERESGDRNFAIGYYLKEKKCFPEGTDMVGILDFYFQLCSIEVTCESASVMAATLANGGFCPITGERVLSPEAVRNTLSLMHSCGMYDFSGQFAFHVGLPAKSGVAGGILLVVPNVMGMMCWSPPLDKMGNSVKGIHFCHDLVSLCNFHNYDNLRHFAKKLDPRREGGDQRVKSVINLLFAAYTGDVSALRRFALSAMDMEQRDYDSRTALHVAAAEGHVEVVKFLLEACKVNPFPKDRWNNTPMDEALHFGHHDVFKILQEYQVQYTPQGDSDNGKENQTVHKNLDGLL
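Assay buffer: 45 mM KH2PO4 pH 8.2, 0.02% Tween-20. hKGA acts on L-glutamine (1 mM solution added); product glutamate is reported by an oxidase/peroxidase Amplex Red coupling, with fluorescence taken at baseline and 30 min.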
ERG-DNA inh – blocks human ERG Ets domain binding to DNA | Potency, µM (series often up to 76.9 µM), for the others: top-dose FP activity, negative = inhibition, usual class: inhibitors | P11308 | hit rate 0.028% among 370,000 | fluorescence polarization, His-ERG Ets domain / labelled DNA; active = well fitted inhibition curve with a large enough effect in the polarisation, with a control signal flat; inconclusive = small, poorly fitted or top-dose-only effect, or effect the other way, or a change in a side signal; inactive = no such curve, though single readings can be large or run the other way; the % refers to the polarisation;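 note: polarization taken with two DNA probes labelled with fluorescein and Texas red; potency is the fitted concentration of half-maximal effect; % of control where 0% means no effect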
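His-tagged ERG Ets domain (1 uM in the protein solution; 300mM KCl, 50mM Tris-HCl, 1mM EDTA, 1mM DTT, pH 7.5) received compound, then a probe mix of 5 nM fluorescein-DNA and 100nM Texas-615-DNA. Fluorescence polarization was read for both dyes.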
An asterisk follows results filed as active; i = inactive; ? = inconclusive; · = not tested or not shown; [ ] = dose if it differs, or a comment. Unless noted, calls come from the whole dose curve; as a rule, active = well fitted curve in the direction sought with a large enough effect; inconclusive = small, poorly fitted or top-dose-only effect, or another doubt; inactive = no such curve, though single readings can be large; an effect the other way counts as inactive or inconclusive.

BAZ2B block	JMJD2A Tudor inh	Pin1 inh	GLS inhibitor	Tb PGK inh	HP1b binding inh	ERG-DNA inh	G9a block	PI4K2A block	SMILES
·	-14.8%	49.2%[activator]	16.2%	2.4%	32.3%	-2.4%	·	-4.7	COc1cc2sc3cc(NCc4ccc5c(c4)OCO5)ccc3c(=O)c2cc1OC
-14.7%	-20.4%	0.1%	5.6%	2.2%	15.2%	3.9%	14.7%	2.8	CN(C)S(=O)(=O)N1CCC(Oc2ccc(C(=O)NCC(C)(C)CO)cc2)CC1
-4.7%	-12.9%	19.5%	-6.8%	-3.1%	27.7%	-3.0%	-3.7%[0.501 µM]	0.4	CN(C(=O)COC(=O)CCC1CCCCC1)c1c(N)n(Cc2ccccc2)c(=O)[nH]c1=O
2.3%	-18.6%	-0.9%	90.3%[activator]	-6.8%	20.7%	-0.8%	-5.1%	3.4	C=CCNC(=O)C1CCN(c2ccc(S(=O)(=O)N3CCOCC3)cc2Cl)CC1
0.0%	-26.7%	5.1%	-11.6%	-0.5%	21.1%	-4.7%	-49.0%[12.7 µM]	8.2	N#Cc1ccccc1OCC(=O)OCC(=O)c1c[nH]c2ccccc12
-9.5%	-4.3%	-13.1%	0.1%	0.2%	17.9%	-8.0%	·	0.7	COc1cc2cc(CN(CCCN3CCOCC3)Cc3nnnn3Cc3ccccc3)c(=O)[nH]c2cc1OC
-21.0%	-30.1%	2.6%	-11.0%	i	10.4%	-0.8%	-37.2%[59 µM]	0.4	Cc1cc(C)nc(-n2nc(C)c3c2N(Cc2ccccc2C)C(=O)CC3c2ccc(Cl)cc2)n1 (stereo unspecified)
-4.3%	-15.1%	19.1%	6.2%	-8.7%	34.3%	-4.9%	·	-19.6	Cc1cccc(N2CCN(Cc3nc(CC4CC4)no3)CC2)n1
-4.1%	-2.3%	-11.0%	-22.5%	-10.3%	16.7%	-22.5%	?	-9.8	O=C(NCc1cccs1)C(=O)c1cn(CC(=O)N2CCCC2)c2ccccc12
2.2%	-6.5%	1.7%	2.9%	-0.2%	41.1%[activator]	-2.2%	6.0%[59 µM]	-1.3	FC(F)(F)c1cccc(N2CCN(c3nc4ccccc4n4cnnc34)CC2)c1
-20.2%	0.0%[11.4 µM]	2.6%	-5.0%	-1.0%	5.2%	-17.7%	-13.0%	7.3	O=[N+]([O-])c1ccc(O)c(/C=N/n2c(CO)nc3ccccc32)c1
0.5%	-8.2%	-1.3%	-7.4%	-2.7%	25.5%	-6.3%	?	5.2	CCSc1nc(C)c(C)c(=O)[nH]1
31.6%[activator]	79.4µM*	-13.9%	6.1%	9.3%	?	-10.2%	21.0%[12.7 µM]	10.4	Cc1c(C#N)c2ccccc2n1CC(=O)N1CCCC1
5.3%	-2.2%	-8.6%	1.2%	0.9%	20.1%	2.0%	18.9%[12.7 µM]	4.7	O=C(CN1C(=O)c2ccccc2C1=O)N1CCN(C(=O)c2ccco2)CC1
-38.8%	-21.2%	0.6%	-2.1%	-7.7%	-0.3%	-3.4%	-42.4%[59 µM]	2.9	COc1ccc(N2CCN(c3ccc(-c4nc(-c5ccccc5)no4)cc3[N+](=O)[O-])CC2)cc1
-36.2%	-9.0%	-12.1%	0.1%	-5.7%	40.0%	-1.5%	22.4µM*	-5.6	O=C(O)CCCNS(=O)(=O)c1ccc(NCc2ccccc2)c(C(=O)O)c1
-2.9%	-12.5%	3.7%	0.0%	-4.9%	39.7%[activator]	-7.4%	-5.1%	-6.2	COc1ccccc1CNC(=O)C/C(C)=N/NC(=O)Cc1ccccc1
0.7%	-3.3%	1.5%	2.9%	8.6%	18.3%	0.4%	-1.4%[59 µM]	-0.2	CCc1ccc(S(=O)(=O)c2nnn3c2nc(NCCC(C)C)c2cc(Cl)ccc23)cc1
-18.3%	-11.0%	-0.6%	-1.6%	0.5%	44.6%[activator]	-4.9%	?	-0.9	CC1CN(Cc2cnc(Cl)s2)CC(C)O1 (stereo unspecified)
-22.9%	-30.2%	16.2%	-4.7%	i	15.5%[57 µM]	1.2%	-34.8%[59 µM]	1.6	O=C(c1ccc2c(c1)OCCO2)N(Cc1cccnc1)c1nc2c(F)cccc2s1
-12.5%	-7.0%	-15.7%	1.0%	4.3%	27.0%	-4.7%	11.7%	1.7	O=C(N/N=C/c1cccnc1)c1ccc(NC(=O)c2ccc(F)cc2)cc1
-9.8%	-14.0%	9.7%	?	-10.6%	31.7%[activator]	-3.8%	-2.7%	1.5	NC(=O)COC(=O)c1ccc(-c2ccc(O)cc2)cc1
-32.9%	-21.1%	-10.0%	-3.9%	-8.5%	26.7%	7.6%	?	-4.2	Cc1ccc(NC2CCCN(C(=O)c3ccccc3N3CCOCC3)C2)cc1C (stereo unspecified)
-22.7%	-18.5%	2.1%	0.8%	-6.7%	28.5%	2.5%	5.1%	-2.1	O=C(Nc1ccc(S(=O)(=O)N2CCCCC2c2cccnc2)cc1)c1ccccc1F (stereo unspecified)
-3.0%	-18.8%	-12.6%	11.4%	-8.3%	21.2%	-11.4%	20.8%	-4.6	Cc1ccc(SCC2=NNC(=O)C2)cc1
15.0%	9.6%	2.4%	1.3%	-6.6%	39.7%[activator]	-4.3%	20.9%[59 µM]	4.2	COc1cccc(C(=O)NCCOc2cc(C)cc(C)c2)c1
-7.7%	-18.9%[57.1 µM]	0.0%	-20.5%	-18.4%	4.47µM*	0.5%	·	-2.7	Cc1sc(NC(=O)C2C3CCC(O3)C2C(=O)O)c(C(=O)OC(C)C)c1-c1ccc(Cl)cc1 (stereo unspecified)
-9.9%	-16.8%	0.7%	0.0%	i	1.5%	-9.3%	-10.0%	-6.1	Cn1ncc(Cl)c1C(=O)N1CCN(C(=O)c2ccco2)CC1
1.0%	-13.5%	3.5%	6.3%	i	6.9%	-14.4%	21.6%[12.7 µM]	-2.9	O=C(CN1C(=O)NC2(CCCC2)C1=O)OCc1ccccc1F
-21.8%	-21.6%	-4.0%	-23.9%	-9.7%	2.9%	-0.6%	?	1.4	CC(C)(C)n1nnnc1C(c1ccc(F)cc1)N1CCN(Cc2ccc3c(c2)OCO3)CC1 (stereo unspecified)
-16.3%	-18.4%	1.6%	-12.0%	-3.2%	34.6%	9.2%	21.4%	5.8	CC(=O)Oc1ccc(C(=O)Nc2ccccc2NC(=O)c2ccc(OC(C)=O)cc2)cc1
10.8%	-5.1%	7.5%	1.3%	-0.9%	51.2%[activator]	2.0%	-12.5%[12.7 µM]	5.2	Cc1cnn(C(=O)c2ccccc2Br)c1
-2.6%	-18.6%	2.7%	6.2%	-9.5%	3.9%	-5.7%	6.0%[0.501 µM]	-3.2	O=C(CCCCl)N1CCc2[nH]c3ccccc3c2C1
31.0%	-3.0%	0.6%	1.6%	-4.2%	75.7%[activator]	-2.2%	26.6%	3.9	COc1ccccc1-c1cnn2c(N3CCOCC3)cc(C)nc12
-17.7%	-0.3%	-0.9%	-4.2%	-11.4%	10.7%	-6.8%	2.9%	-8.2	O=C1CC2c3ccccc3C1C1C(=O)N(Cc3ccccc3)C(=O)C21 (stereo unspecified)
4.9%	-14.3%	-16.1%	-21.9%	-6.4%[11.5 µM]	22.4%	·	15.8µM*	2.7	Cc1nc2c(C(=O)NCc3ccccc3Cl)c[nH]n2c(=O)c1Cl
4.3%	-15.5%	-1.1%	-3.1%	2.7%	38.9%	-7.7%	-13.3%[59 µM]	-1.0	CC1CC(C)(C)CC2(C1)NC(=O)N(CC(=O)N1CCN(S(=O)(=O)c3cccs3)CC1)C2=O (stereo unspecified)
4.4%	-9.2%	5.3%	18.3%	i	10.1%	-7.0%	17.7%[59 µM]	-3.7	COc1cc(CNc2nc3ccccc3n2C)cc(OC)c1OC
-3.1%	-13.5%	1.4%	3.0%	-1.4%	26.5%	-3.4%	14.6%[59 µM]	0.0	COC(C[C@H](O)C[C@H](O)[C@H](C)OCc1ccccc1)OC
1.2%	-10.5%	-9.8%	-8.5%	-0.7%	24.7%	-1.7%	19.5%[59 µM]	2.4	Cc1ccnc(SCCn2c(N3CC(C)CC(C)C3)nc3c2c(=O)n(C)c(=O)n3C)n1 (stereo unspecified)
-33.7%	0.0%	-5.8%	5.3%	-5.7%	32.8%	-12.5%	10.3%	-2.2	Cc1ccc(C(=O)N2CCC(n3nccc3NC(=O)c3ccccc3C)CC2)cn1
5.0%	-25.8%	12.8%	15.3%	i	11.5%	3.2%	0.3%[12.7 µM]	-1.5	O=C(Cc1c[nH]c2ccccc12)NCc1ccc2c(c1)OCO2
-35.2%	-10.8%	2.2%	-4.0%	i	31.0%	-2.8%	·	-1.6	c1ccc2c(c1)oc1c(NCC3CCCO3)ncnc12 (stereo unspecified)
-6.3%	-15.2%	-5.4%	5.2%	-5.6%	-0.6%	-13.8%	6.1%	6.6	CC(NC(=O)c1cc(S(=O)(=O)N(C)C)ccc1N1CCCC1)C1CC2CCC1C2 (stereo unspecified)
2.8%	2.4%	0.3%	3.9%	i	-24.4%	-2.8%	7.08µM*	-1.7	O=C(COc1ccc(C(=S)N2CCOCC2)cc1Cl)Nc1ccccc1Cl
